From PubChem BioAssay
PAFAH2 FP inh = inhibitors of human PAFAH2; Q99487; recombinant PAFAH2, FP-rhodamine activity probe, fluorescence polarization; inhibition, % at 3.39 µM; actives 0.99% (n = 340,000); AID 492956;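 active = inhibition above the mean over all tested compounds plus 3 SD, cut at about 30% in these data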;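 also: inhibitors block probe labeling of enzyme so polarization drops; 0% = enzyme with DMSO and 100% = wells lacking PAFAH2 protein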
pPAFAH FP inh = inhibitors of human plasma PAF acetylhydrolase (pPAFAH). Q13093. recombinant pPAFAH, FP-rhodamine probe fluorescence polarization. inhibition, % at 3.39 µM. actives 1.5% (n = 330,000). AID 463082;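 active = inhibition above the mean inhibition across the screen plus 3 SD, cut at about 25% in these data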;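 also: inhibitors block binding of the rhodamine activity-based probe so polarization drops; 0% = enzyme with DMSO and 100% = wells lacking pPAFAH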
Target sequence (Q13093 whole entry, looked up): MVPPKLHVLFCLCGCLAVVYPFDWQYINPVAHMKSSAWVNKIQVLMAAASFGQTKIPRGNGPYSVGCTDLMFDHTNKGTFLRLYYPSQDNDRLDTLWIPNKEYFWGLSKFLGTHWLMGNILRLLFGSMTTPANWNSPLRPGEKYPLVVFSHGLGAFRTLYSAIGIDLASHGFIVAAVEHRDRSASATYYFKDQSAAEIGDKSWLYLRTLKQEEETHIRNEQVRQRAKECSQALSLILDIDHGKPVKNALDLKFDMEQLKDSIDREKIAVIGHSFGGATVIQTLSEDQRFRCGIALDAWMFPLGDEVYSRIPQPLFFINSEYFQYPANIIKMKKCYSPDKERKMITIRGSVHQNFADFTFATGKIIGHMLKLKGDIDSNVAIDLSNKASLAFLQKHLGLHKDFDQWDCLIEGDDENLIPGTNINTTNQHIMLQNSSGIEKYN
LYPLA1 inh = LYPLA1 (human) inhibition in PME1 counter-screen; O75608; inhibition, % at 5.9 µM; actives 0.16% (n = 320,000); recombinant LYPLA1, FP-Rh probe fluorescence polarization;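 active = inhibition above the mean of all tested compounds plus 3 SD, set per campaign, cut at about 14% in these data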;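 also: inhibitors block serine hydrolase probe labeling of LYPLA1 so polarization falls; 0% = enzyme with DMSO and 100% = wells lacking LYPLA1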
Target sequence (O75608 whole entry, looked up): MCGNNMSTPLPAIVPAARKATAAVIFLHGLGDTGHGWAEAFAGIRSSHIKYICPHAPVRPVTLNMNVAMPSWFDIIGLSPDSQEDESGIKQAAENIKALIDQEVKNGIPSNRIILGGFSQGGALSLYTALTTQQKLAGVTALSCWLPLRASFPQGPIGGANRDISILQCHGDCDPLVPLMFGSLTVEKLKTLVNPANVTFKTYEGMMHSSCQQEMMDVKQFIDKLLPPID
PAD4 FP inh = blocks human protein arginine deiminase 4. Q9UM07. recombinant PAD4, RCA probe fluorescence polarization. inhibition, % at 6.36 µM. actives 0.41% (n = 330,000);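 active = percent inhibition above a cutoff equal to the mean of all tested compounds plus 3 SD, cut at about 15% in these data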;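 also: 0% = PAD4 with RCA probe and DMSO and 100% = probe without PAD4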
Fam108B counter = Fam108B inhibition, counter-screen for RBBP9 inhibitors. recombinant Fam108B, FP-Rh probe fluorescence polarization. AID 1947. actives 0.33% (n = 300,000). inhibition, % at 9.51 µM;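 active = inhibition above the screen mean inhibition plus 3 SD, computed separately per campaign, cut at about 18% in these data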;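 also: inhibitors lower polarization as less probe binds the enzyme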
GSTO1 inh = blocks human GSTO1 in RBBP9 counter-screen; recombinant GSTO1, activity-based probe fluorescence polarization; actives 1.1% (n = 300,000); P78417; inhibition, % at 5.96 µM; AID 1974;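 active = inhibition above the campaign mean inhibition plus 3 SD, cut at about 35% in these data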;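 also: 0% = GSTO1-1 with DMSO and 100% = wells lacking GSTO1-1 enzyme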
PAFAH1B3 inh = PAFAH1B3 (human) inhibition; inhibition, % at 3.39 µM; recombinant PAFAH1B3, FP-rhodamine probe, fluorescence polarization; Q15102; AID 492972; actives 0.28% (n = 340,000);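 active = inhibition above the screen-wide average of all tested compounds plus 3 SD, cut at about 25% in these data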;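 also: 0% = enzyme with DMSO only and 100% = wells lacking PAFAH1B3 protein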
PAFAH1B2 FP inh = inhibitors of human PAFAH1B2 | actives 1.2% (n = 340,000) | AID 492953 | P68402 | inhibition, % at 3.39 µM | recombinant PAFAH1B2, FP-rhodamine activity probe, fluorescence polarization;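 active = inhibition above the mean of all tested compounds plus 3 SD, cut at about 24% in these data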;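 also: 0% = enzyme with DMSO and 100% = wells lacking PAFAH1B2; many of its hits are not listed in these tables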
Target sequence (P68402 whole entry, looked up): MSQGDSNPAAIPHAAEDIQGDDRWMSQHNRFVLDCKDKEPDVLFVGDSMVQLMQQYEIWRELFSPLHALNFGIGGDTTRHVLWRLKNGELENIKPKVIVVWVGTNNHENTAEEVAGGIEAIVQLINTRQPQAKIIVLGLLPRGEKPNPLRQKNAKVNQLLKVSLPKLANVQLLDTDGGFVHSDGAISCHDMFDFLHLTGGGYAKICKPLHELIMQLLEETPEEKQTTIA
PME-1 primary = blocks human protein phosphatase methylesterase 1; inhibition, % at 5.9 µM; Q9Y570; recombinant PME-1, FP-Rh probe fluorescence polarization; actives 0.53% (n = 320,000); AID 2130;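 active = inhibition above the campaign mean of all compounds plus 3 SD, cut at about 26% in these data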;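 also: competitive labeling of PME-1 active site by serine hydrolase directed probe; 0% = PME-1 with DMSO and 100% = wells lacking PME-1 enzyme; inhibitors block probe labeling so polarization falls and inhibition rises; many of its hits are not listed in these tables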
The depositor's hits bear a star; . = no result given; & = joins results of further samples.

Sample of the layout:
SMILES	PAFAH2 FP inh	pPAFAH FP inh	LYPLA1 inh	PAD4 FP inh	Fam108B counter	GSTO1 inh	PAFAH1B3 inh	PAFAH1B2 FP inh	PME-1 primary
CC(C)CC1C(C#N)=C(N)OC2=C1C(=O)CC(c1ccccc1)C2 (stereo not drawn)	7	3	1	-5	1	-5	6	6	2
O=C(OCC(=O)N1CCc2ccccc21)c1ccc[nH]c1=O	5	-2	1	-1	-1	8	7	-1	0
Cc1c(-c2ccccc2)[n+](=O)c(-c2ccco2)c(C)n1[O-]	6	4	-1	0	2	0	-1	-1	-4

The listing, repeating the preview:
SMILES	PAFAH2 FP inh	pPAFAH FP inh	LYPLA1 inh	PAD4 FP inh	Fam108B counter	GSTO1 inh	PAFAH1B3 inh	PAFAH1B2 FP inh	PME-1 primary
CC(C)CC1C(C#N)=C(N)OC2=C1C(=O)CC(c1ccccc1)C2 (stereo not drawn)	7	3	1	-5	1	-5	6	6	2
O=C(OCC(=O)N1CCc2ccccc21)c1ccc[nH]c1=O	5	-2	1	-1	-1	8	7	-1	0
Cc1c(-c2ccccc2)[n+](=O)c(-c2ccco2)c(C)n1[O-]	6	4	-1	0	2	0	-1	-1	-4
O=C(COC(=O)Cc1cccs1)Nc1ccc(F)c(F)c1F	3	23	-2	1	0	2	7	0	4
Cc1cc(C(F)(F)F)nc(CCNC(=O)C2CCC(=O)N(Cc3cccc(F)c3)C2)n1 (stereo not drawn)	6	-1	-7	-1	3	-2	3	0	0
COc1ccc(CN(CC(=O)NCc2ccco2)C(=O)CCC(=O)Nc2ccccn2)cc1	-5	-2	1	0	-4	-1	-2	12	9
COc1ccc2c(-c3ccccc3)cc3nnnn3c2c1	1	3	0	1	-4	0	-3	0	1
O=C(N/N=C/c1ccccc1OCC(=O)N1CCCC1)C(=O)Nc1ccccc1F	6	4	3	-4	0	1	8	2	-4
CC(C)(C)OC(=O)N1CCC(CC2CC(c3ccc(Cl)cc3)=NO2)(C(=O)NCC2CCCCC2)CC1 (stereo not drawn)	3	-1	-6	-4	-10	-4	9	1	-9
Cc1nc(SCc2c(F)cccc2Cl)c2c(=O)n(C)c(=O)n(C)c2n1	4	1	3	2	2	-4	0	-1	1
COc1ccc(-n2nnnc2CNC(=O)C(=O)c2c[nH]c3ccccc23)cc1	3	1	7	-7	1	4	9	-2	-6
CCc1noc(C)c1C(=O)OCC(=O)N(CC)c1c(N)n(Cc2ccccc2)c(=O)[nH]c1=O	0	4	3	-1	1	7	6	0	6
CCN1CCN(C(c2ccccc2OC)c2nnnn2C2CCCCC2)CC1 (stereo not drawn)	-4	-3	0	5	-3	0	3	0	2
CCC(=O)N1CCC2(CC1)Oc1ccc(Cl)cc1C(=O)C21CC(c2ccccc2)=NO1 (stereo not drawn)	-3	2	-2	-2	-7	4	1	3	0
Cc1ccc2c(c1)c(N=NC(N)=O)c(O)n2C	10	4	1	-1	1	-2	1	6	21
COc1cccc(C(=O)NCCS(=O)(=O)NCc2ccc(Cl)cc2)c1	7	-3	-1	1	-1	1	-5	0	-2
O=C(CSc1n[nH]c(=O)[nH]c1=O)Nc1ccc(C(=O)O)cc1	2	2	1	2	-2	-6	3	2	0
CC(C)C(=O)N1CCN(c2ccc([N+](=O)[O-])cc2Cl)CC1	7	5	0	-1	-2	9	7	3	-8
N#Cc1cc2c(nc1SC1CCCCC1O)CCCC2 (stereo not drawn)	-1	0	-3	-2	7	4	6	6	-4
Cc1cc2oc(=O)cc(CN3CCN(S(=O)(=O)c4cccs4)CC3)c2cc1C	-5	0	1	7	-6	-1	-7	2	4
CCCC[C@@H](CNC)NC[C@H](Cc1ccc(O)cc1)NCCc1ccc(OCC)cc1	1	-1	1	2	5	-1	4	-6	2
COc1ccc(N(CC(=O)NCc2ccccn2)S(=O)(=O)c2ccccc2[N+](=O)[O-])c(OC)c1	7	7	1	-5	6	0	8	1	-1
CCN1CCN(c2ccc(NC(=O)COc3ccc(Cl)cc3C)cc2)CC1	-1	0	.	0	.	.	0	6	.
CCn1c(N)nc2c1c(=O)n(C)c(=O)n2C	9	8	-1	-1	0	2	1	1	2
CCOC(=O)C1(C)NC(c2ccccc2F)C2C(=O)N(CC)C(=O)C21 (stereo not drawn)	-5	10	0	-3	6	3	3	3	10

Next section
SMILES	PAFAH2 FP inh	pPAFAH FP inh	LYPLA1 inh	PAD4 FP inh	Fam108B counter	GSTO1 inh	PAFAH1B3 inh	PAFAH1B2 FP inh	PME-1 primary
COc1cc(C(C(=O)NCc2ccccc2)N(Cc2ccco2)C(=O)c2cnccn2)cc(OC)c1OC (stereo not drawn)	4	3	0	4	-2	3	-1	8	8
C[C@H]1CN([C@@H](C)CO)C(=O)c2cccc(NS(=O)(=O)c3ccc(F)cc3)c2O[C@H]1CN(C)S(=O)(=O)c1cn(C)cn1	1	-1	.	-2	.	.	5	8	.
Cc1cccc(NC(=O)CN2CCN(C(=O)C3CCCO3)CC2)c1C (stereo not drawn)	1	-1	-2	-1	3	3	5	-8	1
COC(=O)c1c(C)oc(C)c1S(=O)(=O)NC(c1ccccc1)c1ccccc1	1	7	-1	3	0	0	-3	2	6
CCCOc1ccc(C(O)(CCN2CCCCC2)c2ccccc2OC)cc1 (stereo not drawn)	3	0	0	2	1	4	2	-4	-3
CC(Cc1ccccc1)NC(=O)c1ccc([N+](=O)[O-])cc1 (stereo not drawn)	-2	0	1	0	0	4	2	-2	1
COc1cc(CNC(=O)c2ccc3oc(C(C)C)nc3c2)cc(OC)c1	2	-3	-3	0	2	-6	7	5	2
CCCCNc1cnn(-c2ccccc2)c(=O)c1Cl	0	-2	4	-2	-2	-2	10	1	-3
O=C(c1ccc(-c2cc(Cl)ccc2Cl)o1)N1CCOCC1	-2	3	0	-2	-1	4	-4	2	-1
CC(C(=O)Nc1ccncc1)(c1ccccc1)c1ccccc1	-1	3	-3	-1	-2	-2	2	8	0
CCn1ncc(Cl)c1C(=O)Nc1cc([N+](=O)[O-])ccc1OC	4	6	4	2	6	-2	3	3	4
O=C(COc1ccccc1)NCC1CCCO1 (stereo not drawn)	-3	5	2	3	-1	8	9	2	3
Cc1ccc2c(c1)[C@H]1[C@H](CO2)[C@H](c2ccccc2)[C@]2(C)C(=O)N(Cc3ccc(F)cc3)CC(=O)N12	-6	4	.	3	.	.	6	-11	.
COc1cc(NC(=O)Nc2ccccc2)c(OC)cc1NC(=O)CN1CCCCC1	-7	12	-5	-1	18	5	1	3	13
CC(C)CN(C(=O)COC(=O)CCc1c[nH]c2ccccc12)c1c(N)n(Cc2ccccc2)c(=O)[nH]c1=O	2	4	1	4	3	6	4	9	-7
Cc1ccc(S(=O)(=O)N[C@H](C(=O)OCC(=O)NC(=O)NCc2ccco2)C(C)C)cc1	4	-3	.	2	.	.	-5	7	.
CCCN(C(=O)c1cc2c(s1)CCC2)c1c(N)n(Cc2ccccc2)c(=O)[nH]c1=O	8	23	-3	-4	6	24	6	-1	3
Cc1ccc(S(=O)c2snnc2C)cc1 (stereo not drawn)	4	4	1	4	-1	0	-6	4	-2
CN(C)S(=O)(=O)c1ccc(C(=O)OCC(=O)Nc2ccc3c(c2)OCO3)cc1	-4	4	-1	5	.	.	5	2	1
CC1=C2C3OC(=O)C(C)[C@@H]3CC[C@](C)(O)C2C2C3C4C5(C12)[C@H]1OC(=O)[C@@H](C)C1CC[C@]4(C)O[C@]5(C)[C@@H]3O (stereo partly drawn)	-3	0	-5	-10	1	-3	2	0	-1
O=C(COc1ccc([N+](=O)[O-])cc1)Nc1ccccc1C(=O)NC1CC1	5	1	3	-6	0	2	1	-3	-5
COC(=O)C1=C(C(=O)OC)[C@@H]2N(C)c3ccccc3[C@@]23C[C@@H](C(=O)OC)N(C(C)=O)C3=N1	8	9	-1	-2	-1	8	0	6	2
COc1cc2c(cc1OC)-c1cc(Nc3ccccc3Br)nc(=O)n1CC2	20	-2	-10	-3	-3	-13	4	0	-2
O=C(NS(=O)(=O)Oc1ccc(F)c(Cl)c1)OC[C@@H]1CCCN2CCCCC12 (stereo partly drawn)	-2	-5	-1	3	-4	11	6	4	-5
C(=N\Nc1nn[nH]n1)/c1ccccc1	-1	-1	0	7	-2	11	-2	-1	1

The results go on:
SMILES	PAFAH2 FP inh	pPAFAH FP inh	LYPLA1 inh	PAD4 FP inh	Fam108B counter	GSTO1 inh	PAFAH1B3 inh	PAFAH1B2 FP inh	PME-1 primary
Oc1ccccc1/C=N/n1c(-c2ccccc2)n[nH]c1=S	7	4	0	0	-1	2	17	7	-1
CCN(C(=O)C(C)Sc1nnc(-c2ccncc2)n1C)C1CCCCC1 (stereo not drawn)	5	3	.	-1	.	.	11	5	.
CCn1c(SCC(=O)N/N=C\c2ccccc2OCC(=O)O)nnc1-c1ccc(Cl)cc1	-5	4	0	-2	-4	6	2	5	2
CCC(=O)N(Cc1cc(=O)[nH]c2ccccc12)c1ccccc1C	-10	1	0	18*	0	-4	0	-5	10
O=C(Cc1cccs1)NCCc1csc(-c2ccccc2)n1	0	14	-1	0	-1	2	3	6	8
COc1ccc(C(CC(=O)N2CCOCC2)c2c(O)cc(OC)cc2OC)cc1 (stereo not drawn)	0	2	1	4	1	3	15	4	3
CS/C(N)=N/N=C/c1ccc2c(c1)OCO2	6	3	-1	1	2	0	8	5	2
O=C(NCC1CCCCC1)C1(CC2CC(c3ccc(Cl)cc3)=NO2)CCNCC1 (stereo not drawn)	4	5	1	1	5	0	6	2	3
COc1cc(C2Nc3cc(Cl)c(S(N)(=O)=O)cc3S(=O)(=O)N2)ccc1OCc1ccccc1 (stereo not drawn)	8	1	4	-1	0	-2	3	1	4
Cc1ccc(OCCC(=O)OCc2csc(CC(=O)Nc3ccccc3C)n2)cc1	2	4	0	-1	-2	2	-5	4	-6
Cc1nc2ccc(S(=O)(=O)N3CCCCC3)cc2s1	5	1	0	-2	4	7	4	6	1
COc1cc2oc3cc(C#Cc4ccc(N)cc4)ccc3c(=O)c2cc1OC	5	6	-12	2	7	-15	1	-10	17
Cc1onc(-c2ccccc2)c1C(=O)N1CCCSC1=Nc1ccccc1	-4&1	3	3	-5	0	5	-4&-1	-4&1	-2
CCOC(=O)C1=C(C)NC(=S)NC1c1cc(C)sc1C (stereo not drawn)	-2	-1	1	-15	-1	-2	6	2	8
Cc1ccsc1CN(C)C(=O)CN1C(=O)NC2(CCCCC2C)C1=O (stereo not drawn)	-1	-3	0	-3	.	.	6	2	-2
O=C(Nc1ccc(C(F)(F)F)cc1)c1ccc2ncsc2c1	0	1	-5	1	-4	-7	-3	-5	-7
Cc1ccccc1CC1S/C(=N/N=C/c2ccco2)NC1=O (stereo not drawn)	.	0	-1	-2	-1	1	.	.	-1
O=C(c1cc(-c2ccccn2)nc2ccccc12)N1CCN(c2ncccn2)CC1	2	-2	-3	-3	-5	6	2	4	1
CC1CC(c2ccccc2)n2nc(NC(=O)c3cccs3)nc2N1 (stereo not drawn)	-5	-1	3	1	2	-4	0	7	-3
CC(C)=CC(=O)N1CCC(n2nccc2NC(=O)CCc2ccccc2)CC1	7	2	1	-4	2	-2	6	-1	6
CC(C)CC(=O)Nc1nnc(SCC(=O)NC2CCCCC2)s1	6	-2	1	-1	-4	-2	1	3	4
Cc1cnc(CNC(=O)c2ccc3oc(Cc4ccccc4)nc3c2)[nH]1	4	-1	0	2	4	-1	1	2	4
Cc1cccc(C(=O)Nc2ccc(C(=O)/C=C/c3ccncc3)cc2)c1	-31	-17	-26	-2	-24	-22	-19	-13	-36
COc1ccccc1CN1CC(C(=O)NCCn2ccc(C)n2)CCC1=O (stereo not drawn)	0	0	4	-2	2	-5	9	0	-6

Not all compounds are listed (hit frequency here may not be typical).
